# S1P2 agonist = activates the human S1P2 receptor; O95136; S1P2-expressing cell line, agonist reporter read-out; activation, % at 4.5 µM; 97,000 compounds, 0.46% hits; AID 729; in the data active means activation above about 16%;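 further: 0% = vehicle low control and 100% = maximal reference agonist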
# S1P2 blocker = antagonists of human S1P2 receptor; 97,000 compounds, 0.21% hits; inhibition, % at 5 µM; cell-based S1P2 antagonist assay, inhibition at 5 uM; AID 736; in the data active means inhibition above about 45%;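 further: CRE beta-lactamase reporter cells expressing human S1P2 stimulated with S1P; 0% = agonist at EC80 alone and 100% = agonist plus reference antagonist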
# PostGolgi yeast = growth inhibition of a yeast mutant, post-Golgi transport screen; post-Golgi transport phenotypic cell assay; inhibition, % at 10 µM; 98,000 compounds, 0.9% hits; AID 739;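 further: yeast cells grown in 1536-well plates; yeast grown about 18 h at 30C before absorbance read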
# EphB4 ephrin blk = blocks human EphB4 binding to ephrin-B2; 97,000 compounds, 0.15% hits; inhibition, % at 7 µM; EphB4 LBD / TNYL-RAW-Alexa532 peptide, fluorescence polarization; P54760;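 active means inhibition above the screen-wide mean inhibition plus 3 SD, cut at about 15% in these data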;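 further: 0% = DMSO wells and 100% = excess unlabeled TNYL-RAW peptide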
# HIV Rev-RRE inh = HIV Rev-RRE protein-RNA interaction inhibition; 97,000 compounds, 0.79% hits; inhibition, % at 8 µM; Rev peptide-RRE RNA binding, FRET;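 active means inhibition above the screen-wide mean plus 3 SD, cut at about 35% in these data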;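 further: 0% = median DMSO wells and 100% = median Neomycin B control wells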
#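 Test system – labelled RRE RNA duplex and labelled Rev peptide · Reagent – labelled Rev peptide · Doses – one concentration, 8 µM nominal · Incubation – 5 + 15 min at 25 °C · Signal – FRET fluorescence readout · Read-out basis – % inhibition of FRET ratio versus controls · Control set – DMSO wells as 0% and neomycin B wells as 100% inhibition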
# PostGolgi ctrl = yeast control strain growth, post-Golgi counter-screen; efflux-deficient yeast background strain, growth absorbance A615, 16 h; inhibition, % at 10 µM; 98,000 compounds, 5% hits; AID 738
# LYP inh 2 = LYP (human) phosphatase inhibition; 96,000 compounds, 0.21% hits; AID 640; inhibition, % at 2 µM; recombinant LYP catalytic domain, DiFMUP fluorescence; Q9Y2R2;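 active means inhibition at 2 µM at or above a set limit, the screen mean plus 3 SD, cut at about 24% in these data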;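 further: 0% = DMSO with enzyme and 100% = enzyme fully blocked by orthovanadate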
# LYP act = activators of human LYP (PTPN22) phosphatase. Q9Y2R2. recombinant LYP, DiFMUP fluorescence; 0 = plate median, 100 = signal doubled. activation, % at 2 µM. 96,000 compounds, 0.11% hits. AID 697;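 active means activation at 2 µM above a set limit, the mean plus 5 SD, cut at about 37% in these data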
# FAK blocker = FAK (human) kinase inhibition; biochemical FAK kinase activity assay; inhibition, %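 (tested at 7 µM)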; 97,000 compounds, 0.84% hits; AID 727; in the data active means inhibition above about 19%;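 further: 0% = DMSO and 100% = reference compound high control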
# Target sequence (Q05397 whole entry, looked up): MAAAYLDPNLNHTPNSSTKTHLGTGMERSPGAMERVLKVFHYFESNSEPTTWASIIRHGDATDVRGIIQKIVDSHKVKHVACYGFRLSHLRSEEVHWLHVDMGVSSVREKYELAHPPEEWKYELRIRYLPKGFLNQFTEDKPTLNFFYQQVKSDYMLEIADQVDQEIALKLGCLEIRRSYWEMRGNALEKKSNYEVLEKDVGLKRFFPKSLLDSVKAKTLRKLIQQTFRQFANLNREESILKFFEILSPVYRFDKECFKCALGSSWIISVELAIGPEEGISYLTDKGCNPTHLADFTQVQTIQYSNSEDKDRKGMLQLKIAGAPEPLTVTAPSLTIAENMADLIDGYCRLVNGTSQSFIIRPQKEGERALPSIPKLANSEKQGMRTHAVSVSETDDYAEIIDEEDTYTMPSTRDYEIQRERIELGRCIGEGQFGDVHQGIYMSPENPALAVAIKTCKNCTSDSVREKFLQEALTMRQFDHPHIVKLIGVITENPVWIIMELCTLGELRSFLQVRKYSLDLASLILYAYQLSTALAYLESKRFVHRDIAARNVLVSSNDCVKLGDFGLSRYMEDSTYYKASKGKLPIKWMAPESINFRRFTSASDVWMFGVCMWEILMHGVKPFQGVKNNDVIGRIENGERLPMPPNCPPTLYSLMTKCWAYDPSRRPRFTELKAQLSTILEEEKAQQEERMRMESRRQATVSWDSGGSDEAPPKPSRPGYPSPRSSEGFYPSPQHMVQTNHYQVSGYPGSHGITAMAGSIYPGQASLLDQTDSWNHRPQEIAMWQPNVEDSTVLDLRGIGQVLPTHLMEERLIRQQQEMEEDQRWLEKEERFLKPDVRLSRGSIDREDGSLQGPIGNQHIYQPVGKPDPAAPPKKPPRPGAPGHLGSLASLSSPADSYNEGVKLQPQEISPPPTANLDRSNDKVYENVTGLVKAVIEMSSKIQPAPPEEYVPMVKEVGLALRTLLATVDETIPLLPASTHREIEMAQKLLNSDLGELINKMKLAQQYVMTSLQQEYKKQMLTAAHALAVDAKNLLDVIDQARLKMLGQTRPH
# An asterisk follows results filed as active; . = not tested or not shown. Unless noted, no stated cut-off is given here; in the data, active means inhibition above about 30%; inactive means the rest.
SMILES,S1P2 agonist,S1P2 blocker,PostGolgi yeast,EphB4 ephrin blk,HIV Rev-RRE inh,PostGolgi ctrl,LYP inh 2,LYP act,FAK blocker
Cn1c(=O)n(Cc2ccc(Cl)cc2)c2ccccc21,-9,12,-8,5,5,1,1,-2,0
CC(NS(C)(=O)=O)C(c1cccs1)N1CCN(C)CC1 (stereo not drawn),-5,16,3,-2,2,4,5,-7,0
COc1ccc(NC(=O)Nc2ccccc2F)cc1,-2,3,7,3,5,6,-6,5,2
c1ccc(-c2nnc3sc(CN4CCc5ccccc54)cn23)cc1,-1,-2,-7,1,5,17,-8,0,1
O=C1c2cccc3cccc(c23)N1CN1CCN(c2ccccn2)CC1,-3,12,-1,2,5,32*,8,-9,3
Cc1cccc(NC(=O)c2ccc(COc3ccc(Cl)cc3Cl)o2)n1,-3,3,-5,0,16,19,-2,2,-4
CCOc1ccc(NC(=O)NCCN2C(C)CCCC2C)cc1 (stereo not drawn),-2,7,3,-4,-1,-1,-2,2,-2
O=S(=O)(NCCOc1ccccc1Cl)c1ccc2oc3ccccc3c2c1,-3,-22,.,4,12,.,-4,2,-3
O=C(CSc1nc(Cc2ccccc2)nc2ccccc12)c1ccc2c(c1)OCCO2,-1,-6,20,-3,4,17,.,.,-7
O=C1CCC([N+](=O)[O-])C(c2ccccc2Cl)N1 (stereo not drawn),-3,-7,2,-4,6,0,3,-6,-1
c1ccc2c(N3CCCCCC3)nc(-c3ccncc3)nc2c1,-3,-28,27,1,12,68*,22,-22,3
COCCNC(=O)Cn1nc(C(F)(F)F)c(Cl)c1C,1,17,2,-4,2,5,-5,5,-3
CCC(C)(C)C1CCc2c(sc(NC(=O)c3cccs3)c2C(N)=O)C1 (stereo not drawn),-5,-44,-5,4,18,-6,9,-7,-1
COc1ccc(CN2CCN(S(=O)(=O)c3ccc(C)cc3)CC2)cc1Br,-3,-5,0,3,14,-11,11,-12,-1
Cc1ccc(S(=O)(=O)CCC(=O)NCc2ccco2)cc1,-5,-4,-12,4,7,8,9,-6,-2
O=C(NC1CCCCC1)NC1CCN(C(=S)NCc2ccco2)CC1,-9,10,-4,3,0,11,9,-6,-5
C/C(CC(=O)NCc1ccco1)=N\NC(=O)Cc1cccc2ccccc12,-5,2,2,6,7,6,12,-7,1
Cc1cc(NC(=O)c2c(F)cccc2F)n(-c2nc3ccccc3[nH]2)n1,6,-24,-1,-1,-1,30*,-6,2,0
COc1cccc(CNc2ccc(F)c(Cl)c2)c1OC,-4,3,15,2,5,6,0,-1,-1
CN(CC#CCC(c1ccccc1)c1ccccc1)C(C)(C)C,-1,2,0,7,3,15,10,-8,-5
COCc1[nH]nc2c1C(C1C=CCCC1)C(C#N)=C(N)O2 (stereo not drawn),-7,-9,20,-6,1,10,-1,1,2
CS(=O)(=O)N1CCc2ccccc2C1,-5,-4,.,2,5,.,-6,3,-2
FC(F)(F)c1nc(-c2ccncc2)ncc1-c1nnnn1-c1ccccc1,-10,24,2,7,9,13,4,-2,-1
O=C(CCNc1ccc(F)cc1)c1ccco1,-4,3,0,0,2,2,-16,16,2
COc1ccc(/C=C/C(=O)c2ccccc2O)cc1CN1CCOCC1,-4,-25,19,-1,2,14,-10,10,-2
SMILES,S1P2 agonist,S1P2 blocker,PostGolgi yeast,EphB4 ephrin blk,HIV Rev-RRE inh,PostGolgi ctrl,LYP inh 2,LYP act,FAK blocker
CC(=O)c1cccc(NC(=O)CCOc2ccccc2)c1,-2,17,3,7,4,20,-8,6,-2
Cc1cccc(OCC(=O)O/N=C(\N)Cc2ccc(Cl)cc2)c1,3,-22,30*,-7,14,-2,-2,2,0
Cc1csc(NC(=O)CSc2nnc(CCNC(=O)c3ccc(Cl)c(Cl)c3)n2C)n1,-2,0,-2,0,8,-3,2,-1,2
Cc1nn(C(C)C(=O)NNC(=S)Nc2ccc(F)cc2)c(C)c1[N+](=O)[O-] (stereo not drawn),0,-4,1,-4,2,1,-2,2,1
COC(=O)c1cc(OC)c(OC)cc1NC(=O)c1cccnc1,-2,-5,6,2,4,5,4,-7,-2
CC1CCCN(C(=O)CSc2nnc(-c3cccnc3)n2C2CCCCC2)C1 (stereo not drawn),-4,14,-3,0,3,6,-2,2,-1
CC1(C)Cc2nc(N3CCOCC3)c(C#N)cc2CO1,-3,2,3,7,2,8,-9,10,5
COC(=O)c1ccc(C(=O)OC)c(NC(=O)COC(=O)C2CCC(C(C)(C)C)CC2)c1 (stereo not drawn),1,-36,22,-3,-2,1,5,-7,2
COc1ccc(-c2occ(C(=O)O)c2C(=O)O)cc1,-2,-2,-4,9,13,-9,0,-1,-4
CCCS(=O)(=O)N1CCCC(C(=O)NCCN2CCC(Cc3ccccc3)CC2)C1 (stereo not drawn),-3,-7,-2,-1,-1,-3,-6,5,1
CC(C)CC(C(=O)Oc1ccc2c3c(c(=O)oc2c1)CCC3)N1C(=O)c2ccccc2C1=O (stereo not drawn),-9,-59,-6,-4,4,12,-7,5,1
CCOC(=O)CCCc1sc(N)nc1-c1[nH]c(=O)[nH]c1C,-3,-15,3,-8,2,-2,-10,10,3
CN1C(=O)CS(=O)c2ccc(C(=O)NCCC3=CCCCC3)cc21 (stereo not drawn),-5,14,2,1,6,2,0,-3,-10
Cc1cc([N+](=O)[O-])ccc1NCc1ccc2ccccc2c1,-8,3,-6,6,11,-9,8,-6,-4
CC(C)CNC(=O)c1ccccc1NC(=O)CSCc1ccccc1,-2,-10,-8,5,6,-3,-1,3,-3
COc1ccc(C2=CC(=O)OC3(CCCC3)O2)cc1,-4,-40,5,-2,3,14,-8,11,0
Cc1cc2cc(CNC(=O)NC3CCCCC3)ccc2n1C,-3,-8,-2,-2,4,12,-2,-1,0
Cc1ccc(C(=O)N(CC(=O)NC2CCCCC2)c2ccccc2C)s1,-3,6,4,11,3,14,7,-4,1
Cc1ccc(Cn2ccc(NC(=O)c3cc(-c4ccc(F)cc4)on3)n2)cc1,-5,-2,-1,-4,6,-1,-22,19,1
Cc1ccc(S(=O)(=O)NCCCC(=O)C=[N+]=[N-])cc1,1,-2,-10,8,7,0,8,-5,-3
Cc1noc(NS(=O)(=O)c2ccc(NC(=O)CSc3ncccn3)cc2)c1C,-5,11,1,5,14,3,-7,4,5
CCN(CC)c1ccc(NC(=O)CN2CCN(c3ccccc3F)CC2)cc1,-4,15,-3,5,-1,8,8,-8,-1
CCOC(=O)CC(=O)CSc1ncnc2c1oc1ccccc12,-1,2,1,-4,4,14,-4,3,-44
CCOc1ccc2nc(NC(=O)CSc3nc4cccnc4n3C)sc2c1,-8,9,4,4,1,2,3,-6,4
COc1ccc(Nc2ncnc3ccccc23)cc1,-4,0,3,3,9,6,6,-6,0
SMILES,S1P2 agonist,S1P2 blocker,PostGolgi yeast,EphB4 ephrin blk,HIV Rev-RRE inh,PostGolgi ctrl,LYP inh 2,LYP act,FAK blocker
COc1ccc(CCNC(=O)CSc2nnc(Cc3csc(N)n3)n2C)cc1OC,-3,-2,-9,-2,2,1,1,-4,0
FC(F)(F)c1nnc2c(Sc3ccccc3)nc3ccccc3n12,-5,17,0,5,27,-1,-8,4,-2
O=C(CCN1CCCC1Cc1ccccc1)c1ccc2c(c1)OCCO2 (stereo not drawn),-3,14,-8,7,6,-3,-3,6,1
Cc1cccc(NCCNc2cccc(C)c2)c1,-6,-11,0,0,-1,14,-27,31,1
Nc1nc(SCC(=O)c2ccc(Oc3ccccc3)cc2)n[nH]1,-4,0,8,-3,1,3,0,2,1
CC(CN(C(N)=O)c1ccccc1O)C(=O)O (stereo not drawn),-3,-14,-3,4,11,0,9,-10,0
CC(C)[C@H](NC(=O)c1ccccc1)C(=O)OCC(=O)N1CCc2ccccc2C1,-7,6,9,3,5,-5,-6,3,0
Cc1nnc(C)n1/N=C/c1ccc(-c2ccccc2)cc1,-9,-5,-2,12,0,5,7,-5,-2
CCOCc1nnc(NC(=O)CSCc2ccccc2)s1,-3,-4,1,-6,2,-2,-41,42*,-4
O=C(COC(=O)CN1C(=O)C2CC=CCC2C1=O)Nc1cc(C(F)(F)F)ccc1N1CCOCC1 (stereo not drawn),1,-19,5,-9,-1,5,-12,8,-7
O=C(NCc1ccc(F)cc1)c1cccc(S(=O)(=O)N2CCCC2)c1,-8,8,6,4,4,7,7,-6,-7
CCC(C)[C@H](N)c1nnc(SCc2cccc(F)c2)o1 (stereo partly drawn),-1,-6,4,5,6,7,13,-9,-7
Cc1ccccc1-c1nc2ccccc2c(=O)n1/N=C/c1ccccc1[N+](=O)[O-],-7,-5,0,-3,7,47*,-1,5,-7
O=C(Cn1nnc(-c2ccc(CN3CCOCC3)cc2)n1)NC1CCCCC1,-2,4,6,-6,3,3,-8,3,0
CCCCNC(=O)Nc1nnc(-c2ccccc2)o1,-2,-25,-25,-1,3,2,-8,6,1
O=C(NCCN1CCN(Cc2ccccc2Cl)CC1)Nc1ccccc1,-2,-5,-18,2,1,27,16,-14,2
Cc1ccc2c(c1)NC(=O)C(CC(=O)NCCCN1CCCC1=O)O2 (stereo not drawn),-2,0,3,-1,-3,6,-1,-2,0
CC1Cc2ccccc2N1C(=O)CN1C(=O)COc2ccccc21 (stereo not drawn),-2,27,-4,3,5,6,12,-11,0
CCOc1ccc(C(CC(=O)O)NC(=O)c2ccco2)cc1 (stereo not drawn),-1,7,.,-1,3,.,-4,1,1
O=C1CC(N2CCN(c3ccc(S(=O)(=O)N4CCCC4)cc3)CC2)C(=O)N1c1ccc(F)cc1 (stereo not drawn),-7,2,3,13,10,0,-3,0,-2
CN1CCC(=NNC(=O)CSCc2ccccc2)CC1,-8,-2,-4,2,6,39*,0,3,-4
COc1ccc(C(NC(=O)/C=C\c2ccco2)c2ccc(OC)c(OC)c2)cc1 (stereo not drawn),-4,10,-2,-6,1,-1,7,-3,-4
CC(OC(=O)CNC(=O)C12CC3CC(CC(C3)C1)C2)C(=O)Nc1ccc(N2CCOCC2)cc1 (stereo not drawn),-2,-4,9,-5,0,-1,-12,8,2
O=C(CSCc1c(Cl)cccc1Cl)NN1C(=O)c2ccccc2C1=O,-4,7,-3,2,7,9,6,-2,-10
COc1cc(NC(=O)CSCc2cnn(-c3ccccc3)c2-n2cccc2)cc(OC)c1,-3,3,-9,5,10,14,14,-12,2

# The closing five entries of the part above open the next one.
SMILES,S1P2 agonist,S1P2 blocker,PostGolgi yeast,EphB4 ephrin blk,HIV Rev-RRE inh,PostGolgi ctrl,LYP inh 2,LYP act,FAK blocker
CN1CCC(=NNC(=O)CSCc2ccccc2)CC1,-8,-2,-4,2,6,39*,0,3,-4
COc1ccc(C(NC(=O)/C=C\c2ccco2)c2ccc(OC)c(OC)c2)cc1 (stereo not drawn),-4,10,-2,-6,1,-1,7,-3,-4
CC(OC(=O)CNC(=O)C12CC3CC(CC(C3)C1)C2)C(=O)Nc1ccc(N2CCOCC2)cc1 (stereo not drawn),-2,-4,9,-5,0,-1,-12,8,2
O=C(CSCc1c(Cl)cccc1Cl)NN1C(=O)c2ccccc2C1=O,-4,7,-3,2,7,9,6,-2,-10
COc1cc(NC(=O)CSCc2cnn(-c3ccccc3)c2-n2cccc2)cc(OC)c1,-3,3,-9,5,10,14,14,-12,2
NC(=O)c1ccc(-n2nnnc2SCc2ccccc2)cc1,-2,12,10,0,2,-7,3,-5,2
CCSCC1COC(c2cccn2Cc2ccc(C)cc2)=N1 (stereo not drawn),-3,-6,4,-2,11,17,-2,-1,-3
O=C(Cc1ccc(Cl)cc1)NCC(=O)N1CCCC1,-4,-26,6,2,1,-4,4,-2,-1
COc1ccc(OCCSc2nnc(CCNC(=O)c3ccc(OC)cc3)n2C)cc1,-5,13,2,7,-7,3,-7,11,-9
CCOC(=O)Cc1c(C)nc2c(-c3ccccc3)c(C)[nH]n2c1=O,-2,7,-6,14,3,16,0,6,4
Cc1ccc2c(c1)C(c1ccccc1)N(C(=O)c1ccc(Br)o1)CC(=O)N2 (stereo not drawn),-3,-14,-4,-7,4,13,-1,-2,2
